# sEH inhibitor – blocks human soluble epoxide hydrolase activity; P34913; recombinant human sEH enzymatic activity assay; inhibition, % at 2 µM; 0.34% of 91,000 active; in the data active = inhibition above about 80%; also: values of inactives mirror those of a sister screen read the other way; many of its hits are not listed in these tables
# Target sequence (P34913 whole entry, looked up): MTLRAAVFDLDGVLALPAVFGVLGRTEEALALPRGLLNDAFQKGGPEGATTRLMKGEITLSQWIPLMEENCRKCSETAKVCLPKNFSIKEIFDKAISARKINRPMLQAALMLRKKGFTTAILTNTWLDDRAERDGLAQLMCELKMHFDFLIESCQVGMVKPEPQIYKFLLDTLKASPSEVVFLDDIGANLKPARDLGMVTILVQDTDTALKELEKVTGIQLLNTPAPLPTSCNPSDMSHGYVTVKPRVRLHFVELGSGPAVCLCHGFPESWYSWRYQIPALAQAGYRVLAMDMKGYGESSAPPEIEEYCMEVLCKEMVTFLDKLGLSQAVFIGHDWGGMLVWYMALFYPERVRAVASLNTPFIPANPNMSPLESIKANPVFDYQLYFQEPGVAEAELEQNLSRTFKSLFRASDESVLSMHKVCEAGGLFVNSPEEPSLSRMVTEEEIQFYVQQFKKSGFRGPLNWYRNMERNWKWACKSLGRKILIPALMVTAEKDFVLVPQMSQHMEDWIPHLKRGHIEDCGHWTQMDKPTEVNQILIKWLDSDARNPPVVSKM
# HUVEC tox IL1B – toxic to HUVEC cells under IL-1B stimulation | 0.41% of 94,000 active | HUVEC cell count loss, Hoechst imaging, IL-1B stimulated | cell count reduction, % at 2 µM | AID 845;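 active = cell count reduction more than 3 SD above the screen-wide mean, cut at about 70% in these data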;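 also: normalized per plate to untreated control cells as the no-loss baseline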
# E coli WT exp – blocks growth of wild type E. coli BW25113; OD600 absorbance; growth inhibition, % at 100 µM; 0.15% of 98,000 active; AID 710;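 active = growth inhibition above about 50% at one test dose, limit read from the data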;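 also: growth measured after 20 h incubation at 37 °C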
# PLK1 PBD inh – blocks phosphopeptide binding to human Plk1 polo box domain; P53350; Plk1 PBD phosphopeptide binding, fluorescence polarization; inhibition, %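 (tested at about 20 µM)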; 0.13% of 97,000 active; in the data active = inhibition above about 34%, passing the limit was not always enough
# PLK1 inh – inhibitors of human PLK1 kinase; recombinant PLK1 kinase, TR-FRET peptide phosphorylation; inhibition, % at 10 µM; 0.53% of 97,000 active;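 active = inhibition of 50% or more in the single-concentration screen; inactive = inhibition below 50%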;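 also: 0% = DMSO max control and 100% = H-89 dihydrochloride min control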
# F-actin modifier – cytoskeleton assembly modification; inhibition, % at 2 µM; 0.18% of 91,000 active; AID 836; HUVEC TNFa F-actin phalloidin imaging, high content;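 active = inhibition above the batch mean plus 3 SD and confirmed as a hit by visual image inspection, cut at about 30% in these data, passing the limit was not always enough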; also: strong numbers were not always called active
# HUVEC tox TNFa – toxic to HUVEC cells under TNF alpha stimulation; 0.17% of 93,000 active; HUVEC TNFalpha-stimulated, Hoechst cell count, imaging; cell count reduction, % at 2 µM;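 active = cell count reduction exceeding the screen mean by over 5 SD, scaled to untreated wells per plate, cut at about 78% in these data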;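 also: cells counted after 24 h of TNF alpha exposure following the 1 h pretreatment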
# hDAT+cocaine – modulates human dopamine transporter uptake under cocaine. Q01959. LLC-PK1 hDAT cells, [14C]-dopamine uptake with cocaine IC80; actives deviate in either direction. B-score at 10 µM. 1.3% of 110,000 active;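 active = Z score or B-score, a plate-position-corrected score, falls beyond the plate's 99.7% confidence bounds, in either direction; inactive = both scores lie inside the 99.7% bounds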;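 also: scored against the spread of the other compound wells on the same plate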
# VCAM1 TNFa inh – reduces TNF alpha induced VCAM1 expression in HUVEC. 0.48% of 95,000 active. HUVEC TNFa-induced VCAM-1 immunofluorescence, high-content imaging. inhibition, % at 2 µM. AID 802;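 active = inhibition above the batch mean plus 3 SD, with images confirmed as a hit by eye, cut at about 37% in these data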;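 also: 0% = TNF-stimulated DMSO wells and 100% = unstimulated control wells; not every result past the cut was called active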
# * hit, by the source's call; / = not tested or not shown.
SMILES,sEH inhibitor,HUVEC tox IL1B,E coli WT exp,PLK1 PBD inh,PLK1 inh,F-actin modifier,HUVEC tox TNFa,hDAT+cocaine,VCAM1 TNFa inh
O=C(c1ccc(COc2c(F)c(F)cc(F)c2F)o1)N1CCN(c2ccccc2)CC1,6,-6,/,5,-2,-4,-1,0.013,21
O=C(CSc1ncn[nH]1)Nc1ccccc1C(=O)O,2,-1,0,5,-8,-6,-36,-0.76,13
Cc1cccc(-c2cc3nc4c(c(NCc5ccco5)n3n2)CCCC4)c1,9,-12,-16,-16,2,-18,13,-1.5,-9
O=C(c1c(F)c(F)c(F)c(F)c1F)N1CCN(c2cccc(C(F)(F)F)c2)CC1,-7,7,-14,4,3,12,4,-0.25,14
COC(=O)c1cc(CSc2nc3ccccc3[nH]2)oc1C,10,-24,20,-8,-10,-14,-23,0.21,3
COC(=O)c1ccccc1OCCOc1ccccc1C(=O)OC,-16,-2,5,14,-15,8,3,0.11,15
CC1(C)Cc2nc3sc4c(SCC(=O)NCc5ccccc5)ncnc4c3cc2CO1,34,-6,-14,21,-348,15,-4,0.59,12
CCS(=O)(=O)n1nc(-c2ccccc2)cc1N,-11,-5,2,-3,-11,-3,-11,-0.0069,-2
CC(C)OC(=O)CSc1nc(N)c(C#N)c(-c2cccs2)c1C#N,9,-8,-5,6,-11,-22,-16,-0.92,9
CCOc1ccc2nc(SCC(=O)NCc3ccc4c(c3)OCO4)[nH]c2c1,0,-29,6,-3,-4,-10,10,0.053,11
Cc1ccc(CN2CCN(CC(=O)N3CCc4ccccc4C3)C2=O)cc1,15,-2,-1,-5,-10,13,-30,0.95,3
Cc1cccc(NC(=O)NCCN2C(=O)C3C4C=CC(C4)C3C2=O)c1 (stereo unspecified),/,/,-1,2,73*,/,/,-1.4,/
O=C(CSC1=NCCS1)Nc1ccccc1F,1,3,-3,8,-6,11,-12,-0.37,-2
N#Cc1nc(-c2ccccc2)oc1NCCN1CCCCC1,5,-9,14,14,-10,-1,2,0.23,-1
O=C(NCCN1CCN(Cc2ccccc2Cl)CC1)Nc1ccccc1,-8,-20,7,1,-11,24,-8,0.65,1
Cc1cc(Nc2cccc([N+](=O)[O-])c2)n2c(nc3ccccc32)c1C#N,6,-23,-8,-4,-9,-11,-6,/,14
COc1cccc(OCc2nnc(SCC(=O)NCc3ccco3)n2C)c1,-1,-7,5,-18,-8,7,9,0.81,10
CC(C)(C)NC(=O)c1ccccc1-c1nc(-c2ccccc2Cl)no1,-5,-27,10,-23,-7,-10,-35,-0.93,2
Cc1cccc(NS(=O)(=O)c2cccs2)n1,-21,-11,-2,6,-8,16,-27,-0.58,6
CCCCOc1ccc(C(=O)NCc2ccco2)cc1,4,-1,15,24,-5,14,3,1.8,15
COc1ccc(-c2cn3c(C)c(C(=O)NCc4ccc5c(c4)OCO5)sc3n2)cc1,20,5,/,29,-20,2,-19,-1.1,4
CC(Sc1nc2ccccc2c(=O)[nH]1)C(=O)O (stereo unspecified),2,-5,0,-2,1,/,-17,0.34,6
O=C(CCC1COc2ccccc2O1)N1CCCC1 (stereo unspecified),11,60,5,-14,-16,-13,-13,-1.2,3
COc1cccc(C(c2sc3ncnn3c2O)N2CCc3ccccc3C2)c1 (stereo unspecified),-4,4,2,32,-14,-14,-11,-1.7,26
O=C1C(SC(F)(F)C(F)F)=C(C(F)(F)F)OC2C3C=CC(C3)C12 (stereo unspecified),-15,-18,3,-1,-6,-13,-12,-0.66,9
COc1cccc(Cn2nnc(C(=O)NCc3ccc(F)cc3)c2N)c1,/,-8,0,11,-14,0,-15,-0.011,2
Cc1ccc(N2CCN(S(=O)(=O)c3ccc(F)c(C)c3)CC2)c(C)c1,10,-51,-17,-1,-9,4,-20,-0.76,4
CCOc1ccc(OCC)c(NC(=O)c2[nH]c(C)c(C(C)=O)c2C)c1,-1,-11,-7,-19,-117,-23,-57,-0.034,-32
CCOc1ccc(NC(=O)CCC(=O)O)cc1,-4,12,-8,-4,-5,/,-19,0.18,-1
CCC(=O)N(Cc1ccco1)c1nc(-c2ccccc2)cs1,-1,-2,-8,-14,3,33,-29,-1.4,1
CC(C)C(c1nnnn1Cc1ccc(F)cc1)N1CCN(C(=O)c2ccco2)CC1 (stereo unspecified),0,-15,5,-23,0,-11,7,-0.18,-11
OC1(c2ccccc2F)CCN(Cc2nnnn2CCc2ccccc2)CC1,9,-4,2,-18,-5,-21,-16,0.74,15
Cc1[nH]nc2c1C(=O)CCC2,-7,-1,-3,-6,15,-20,-4,-0.21,20
CC(=O)Nc1c2c(nn1-c1cccc(Cl)c1)CS(=O)C2 (stereo unspecified),6,-1,2,-2,-10,11,-6,-0.53,15
C/C(=N/NC(=O)c1cc(C2CC2)[nH]n1)c1cccs1,-20,-7,4,9,-11,/,-2,0.67,-19
CCc1ccc(-c2cc(C(=O)Nc3ccc(S(=O)(=O)NC(C)=O)cc3)c3ccccc3n2)cc1,-2,14,-8,17,-15,22,-16,-1.4,1

# Next part; it opens with the 5 that closed the last part.
SMILES,sEH inhibitor,HUVEC tox IL1B,E coli WT exp,PLK1 PBD inh,PLK1 inh,F-actin modifier,HUVEC tox TNFa,hDAT+cocaine,VCAM1 TNFa inh
OC1(c2ccccc2F)CCN(Cc2nnnn2CCc2ccccc2)CC1,9,-4,2,-18,-5,-21,-16,0.74,15
Cc1[nH]nc2c1C(=O)CCC2,-7,-1,-3,-6,15,-20,-4,-0.21,20
CC(=O)Nc1c2c(nn1-c1cccc(Cl)c1)CS(=O)C2 (stereo unspecified),6,-1,2,-2,-10,11,-6,-0.53,15
C/C(=N/NC(=O)c1cc(C2CC2)[nH]n1)c1cccs1,-20,-7,4,9,-11,/,-2,0.67,-19
CCc1ccc(-c2cc(C(=O)Nc3ccc(S(=O)(=O)NC(C)=O)cc3)c3ccccc3n2)cc1,-2,14,-8,17,-15,22,-16,-1.4,1
Cc1ccc(C(=O)NC2CCN(C(=O)N3CCOCC3)CC2)cc1,3,-117,5,-1,-4,4,-39,-0.71,2
O=C(CSc1nc(-c2ccccc2)cs1)NC(=O)NCc1ccco1,-5,-23,-9,11,-5,14,-4,0.84,-6
CC[n+]1c(/C=C2\C=C(C)CC(C)C2)sc2ccccc21 (stereo unspecified),0,-61,2,-8,2,-23,4,-0.7,21
COc1ccc(C(=O)NC(C)c2nc3ccccc3[nH]2)cc1OC (stereo unspecified),0,-67,/,-31,-4,12,-4,0.19,9
COc1ccc(NC(=O)CN2CCN(c3nc(-c4cccc(OC)c4)cs3)CC2)cc1,10,22,/,22,-2,-4,-23,2.4,9
COc1ccc(CC(=O)Nc2nnc(SCc3ccccc3)s2)cc1S(=O)(=O)N1CCOCC1,-9,18,8,19,-16,-3,22,2.2,-4
[O-][N+]1=C(c2cccs2)CN(O)C1,-14,10,8,-11,-14,-5,-2,-1,-9
COc1ccc(NS(=O)(=O)c2cc(C)ccc2OC)cc1OC,-5,-1,-1,5,-8,0,1,-0.36,10
CCOC(=O)c1cccc(NC(=O)CSc2nnc(COc3ccccc3C)o2)c1,0,-6,-19,-14,0,-45,-5,-0.12,17
O=C(N/N=C/c1cccc(Cl)c1Cl)Nc1ccccc1,45,-4,-6,-10,-10,/,/,0.16,/
Cc1ccc2cc(CN(CCN3CCOCC3)C(=O)NCc3ccccc3)c(=O)[nH]c2c1C,-3,3,-3,-1,-15,-1,-8,2.1,-3
CCN(CC)S(=O)(=O)c1ccc2c3c(cccc13)C(=O)S2,1,32,1,-2,-2,11,-21,-0.22,8

# Filtered by structure, the compounds so far with a thiophene ring, fused or not (5)
SMILES,sEH inhibitor,HUVEC tox IL1B,E coli WT exp,PLK1 PBD inh,PLK1 inh,F-actin modifier,HUVEC tox TNFa,hDAT+cocaine,VCAM1 TNFa inh
CC1(C)Cc2nc3sc4c(SCC(=O)NCc5ccccc5)ncnc4c3cc2CO1,34,-6,-14,21,-348,15,-4,0.59,12
CC(C)OC(=O)CSc1nc(N)c(C#N)c(-c2cccs2)c1C#N,9,-8,-5,6,-11,-22,-16,-0.92,9
Cc1cccc(NS(=O)(=O)c2cccs2)n1,-21,-11,-2,6,-8,16,-27,-0.58,6
C/C(=N/NC(=O)c1cc(C2CC2)[nH]n1)c1cccs1,-20,-7,4,9,-11,/,-2,0.67,-19
[O-][N+]1=C(c2cccs2)CN(O)C1,-14,10,8,-11,-14,-5,-2,-1,-9

# Other compounds follow.
SMILES,sEH inhibitor,HUVEC tox IL1B,E coli WT exp,PLK1 PBD inh,PLK1 inh,F-actin modifier,HUVEC tox TNFa,hDAT+cocaine,VCAM1 TNFa inh
O=C(NCCc1ccccc1F)[C@@H]1CSC2c3ccccc3C(=O)N21 (stereo partly specified),20,-7,-7,-6,-1,-26,-11,-1,-1
CCc1cc(=O)oc2cc(OCc3nn[nH]n3)ccc12,-16,-61,-11,-13,-2,-6,-16,-0.78,-10
CC(SC1CCCC1)C(=O)NC(C)(C#N)C(C)C (stereo unspecified),-3,-69,0,-9,-10,-6,-19,-0.026,2
O=C(CCn1c(=O)c2ccccc2n(CC(=O)NC2CCCC2)c1=O)NCCc1ccc(Cl)cc1,9,1,-4,12,-12,-21,-1,0.25,15
NC(=O)NC(CC(=O)OCC(=O)NC(=O)NCc1ccco1)c1ccc(Cl)cc1 (stereo unspecified),/,-33,8,1,-13,18,-51,-0.007,17
CCC(C)[C@H](NC(=O)NCc1cccs1)C(=O)O (stereo partly specified),2,-16,3,-11,-9,-3,4,0.049,-8
CC1CCCN(C(=O)CN2CCN(C(=O)c3ccco3)CC2)C1 (stereo unspecified),-5,8,1,2,-6,8,-1,-1.6,-10
CC(=O)N1CCN(C2c3cccc4cccc(c34)C2NS(=O)(=O)c2ccccc2)CC1 (stereo unspecified),10,-20,-7,-18,-13,-3,-22,0.31,-1
COc1ccc(CCNC(=O)CSc2nc3ccccc3o2)cc1OC,-4,-39,18,-16,1,9,-12,0.14,-2
CCOc1cc(/C=N\NC(=O)c2ccc(NC(=O)C(C)(C)C)cc2)ccc1OC(=O)c1ccc(OC)cc1,16,-11,0,8,-7,7,-11,-0.092,-9
Cc1ccc(S(=O)(=O)NC(=O)Nc2nnc(C3CC3)s2)cc1,-2,16,3,-13,-10,36,-15,-0.046,11
Cc1ccc(-c2c3c(=O)n(C)c(=O)n(C)c3cn2Cc2ccccn2)cc1,12,-3,-1,-20,-11,22,8,-0.14,6
O=C(c1cc2nc(C3CC3)cc(C(F)(F)F)n2n1)N1CCCC1,4,-25,-1,18,-7,/,/,0.027,/
NC(=O)CNC(=O)[C@@H]1CC2(CC(c3ccccc3)=NO2)CN1C(=O)c1ccc(Br)cc1 (stereo partly specified),1,-16,-1,12,-5,-2,0,-0.54,8
COc1ccc(C(=O)CSc2nnc(Cc3ccccc3)o2)cc1,/,-13,2,-2,-1,7,-17,0.31,14
Cn1c(CNC(=O)c2ccco2)nnc1SCC(=O)N1c2ccccc2Sc2ccccc21,5,-25,3,-12,0,10,2,-0.037,15

# Structures above printed as active in PLK1 inh:
Molecule	sEH inhibitor	PLK1 PBD inh	PLK1 inh	F-actin modifier	hDAT+cocaine	VCAM1 TNFa inh
Cc1cccc(NC(=O)NCCN2C(=O)C3C4C=CC(C4)C3C2=O)c1 (stereo unspecified)	/	2	73*	/	-1.4	/
